VLA-4 inh = inhibition in human VLA-4 binding assay, primary screen, VLA-4 allosteric modulator project, MLPCN library, flow cytometry, VLA-4 expressing cells; 330,000 tested, 0.2% active; AID 2557, 2010; inhibition, % (about 7 µM as worked out from the volumes in the protocol); Integrin alpha-4 (Homo sapiens), P13612; ligand binding flow cytometry; in the data active = inhibition above about 50%
Target sequence (P13612 whole entry, looked up): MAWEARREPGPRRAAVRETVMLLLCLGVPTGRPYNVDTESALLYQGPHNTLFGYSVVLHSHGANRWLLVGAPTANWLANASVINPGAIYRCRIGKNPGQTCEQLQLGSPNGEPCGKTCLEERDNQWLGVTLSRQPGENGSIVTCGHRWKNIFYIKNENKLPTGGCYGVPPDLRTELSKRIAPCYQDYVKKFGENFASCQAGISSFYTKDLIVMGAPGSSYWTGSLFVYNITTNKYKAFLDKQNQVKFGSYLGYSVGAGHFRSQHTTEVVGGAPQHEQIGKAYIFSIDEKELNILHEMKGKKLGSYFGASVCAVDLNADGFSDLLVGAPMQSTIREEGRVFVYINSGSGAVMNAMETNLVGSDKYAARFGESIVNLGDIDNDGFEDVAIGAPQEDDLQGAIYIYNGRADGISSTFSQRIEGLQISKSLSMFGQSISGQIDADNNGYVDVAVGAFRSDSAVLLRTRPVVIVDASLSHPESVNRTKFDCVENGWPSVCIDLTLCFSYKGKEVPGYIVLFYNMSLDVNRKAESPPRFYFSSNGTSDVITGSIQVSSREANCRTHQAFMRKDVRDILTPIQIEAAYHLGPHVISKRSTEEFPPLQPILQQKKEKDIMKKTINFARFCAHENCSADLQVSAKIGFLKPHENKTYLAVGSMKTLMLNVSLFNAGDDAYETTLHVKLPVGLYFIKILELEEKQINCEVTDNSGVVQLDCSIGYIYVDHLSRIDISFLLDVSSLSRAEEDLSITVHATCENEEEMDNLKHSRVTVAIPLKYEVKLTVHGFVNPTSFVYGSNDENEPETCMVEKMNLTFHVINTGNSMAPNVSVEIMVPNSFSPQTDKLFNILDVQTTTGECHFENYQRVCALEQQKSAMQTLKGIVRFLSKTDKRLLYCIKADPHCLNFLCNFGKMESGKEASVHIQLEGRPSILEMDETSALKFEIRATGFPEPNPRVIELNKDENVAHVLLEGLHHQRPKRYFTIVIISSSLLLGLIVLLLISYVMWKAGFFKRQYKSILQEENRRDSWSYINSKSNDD
GLD-1 RNA inh = GLD-1/TGE RNA complex disruptors, primary screen, biochemical, fluorescence polarization; AID 2280, 2010; purified GLD-1 + fluorescein TGE RNA; inhibition, % at 5.96 µM; Female germline-specific tumor suppressor gld-1 (Caenorhabditis elegans), Q17339; 320,000 tested, 0.44% active;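 active = percent inhibition above a per-plate cutoff, the plate mean of test compounds plus 3 SD, cut at about 30% in these data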;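 also: 0% = DMSO wells with GLD-1 and probe and 100% = wells lacking GLD-1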
GRK2 inh = compounds blocking aptamer binding on GRK2 – biochemical, human GRK2, bead flow cytometry, HTS, primary screen | inhibition of aptamer binding, % at 10 µM | 330,000 tested, 0.59% active | AID 488847, 2010 | Beta-adrenergic receptor kinase 1 (Homo sapiens), P25098 | FAM-aptamer displacement from GRK2;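 active = inhibition of aptamer binding above 40%, roughly 3 SD of noise, on plates passing a quality check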;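 also: median bead fluorescence of bound FAM aptamer so fluorescent compounds give negative values; no value below 0 was filed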
Fam108B inh = mouse Fam108B serine hydrolase inhibitors, primary screen, counter-screen for RBBP9 inhibitor project, biochemical, fluorescence polarization; inhibition, % at 9.51 µM; recombinant Fam108B, FP-Rh probe fluorescence polarization; 300,000 tested, 0.33% active;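 active = inhibition above the screen mean inhibition plus 3 SD, computed separately per campaign, cut at about 18% in these data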;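 also: inhibitors lower polarization as less probe binds the enzyme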
BCLXL inh = inhibitors of human Bcl-xL, primary screen, biochemical, fluorescence polarization, HTS; Bcl-2-like protein 1 (Homo sapiens), Q07817; GST-Bcl-xL / FITC-Bim BH3 peptide fluorescence polarization; inhibition, % at 10.9 µM; 320,000 tested, 0.7% active; AID 2129, 2009;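 active = inhibition above the mean of all tested compounds plus 3 SD, cutoff set per campaign, cut at about 30% in these data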;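 also: 0% = DMSO wells and 100% = unlabeled Bim-BH3 peptide competitor; inhibitors lower millipolarization by displacing the labeled peptide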
MEX-5 binding = MEX-5 zinc finger RNA-binding disruptors – biochemical, C. elegans, fluorescence polarization, MLPCN library, primary screen | Zinc finger protein mex-5 (Caenorhabditis elegans), Q9XUB2 | AID 1832, 2009 | MEX-5/FITC-TCR2 RNA binding; active compounds read low | activity score (negative = inhibition of binding), % at 10 µM | 300,000 tested, 0.38% active;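 active = inhibition past about -25% in most replicates, and total fluorescence under double the plate's negative control median, limit read from the data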;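 also: 0% = DMSO and -100% = 5 µM competing unlabeled TCR2 RNA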
Efflux pump mplx = inhibitors of Candida efflux pumps in yeast, primary screen, S. cerevisiae, Nile Red, multiplex; S. cerevisiae Candida pump triplex; inhibition, % at 10 µM; 330,000 tested, 0.44% active;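 active = plate passing quality check with inhibition over a set limit, or well fluorescence over plate mean plus 4 SD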;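 also: Nile Red retained in pooled yeast measured as flow cytometry median fluorescence; 0% = buffer negative control and 100% = Enniatin B positive control; higher means more Nile Red kept so more efflux inhibition; some compounds called inactive have numbers as strong as hits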
PME-1 primary = PME-1 inhibitors via competitive probe labeling, primary screen, biochemical, fluorescence polarization, FP-Rh probe, HTS; Protein phosphatase methylesterase 1 (Homo sapiens), Q9Y570; recombinant PME-1; AID 2130, 2009; inhibition, % at 5.9 µM; 320,000 tested, 0.53% active;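 active = inhibition above the campaign mean of all compounds plus 3 SD, cut at about 26% in these data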;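 also: competitive labeling of PME-1 active site by serine hydrolase directed probe; 0% = PME-1 with DMSO and 100% = wells lacking PME-1 enzyme; inhibitors block probe labeling so polarization falls and inhibition rises; many of its hits are not listed in these tables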
MCL1-BIM inh = inhibitors of MCL1 binding to BIM-BH3, primary screen, biochemical, fluorescence polarization; AID 2057, 2009; GST-MCL1 / FITC-Bim-BH3 fluorescence polarization; inhibition, % at 10.9 µM; 320,000 tested, 0.68% active;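 active = inhibition above the mean inhibition of all tested compounds plus 3 SD, set per campaign, cut at about 40% in these data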;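 also: 0% = DMSO wells and 100% = unlabeled Bim-BH3 peptide control; higher means more loss of mP so more displacement of Bim peptide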
The depositor's hits bear a star; x = no result given.

SMILES	VLA-4 inh	GLD-1 RNA inh	GRK2 inh	Fam108B inh	BCLXL inh	MEX-5 binding	Efflux pump mplx	PME-1 primary	MCL1-BIM inh
CCSc1ncc(/C=N/Nc2ccc(F)cc2)n1C	12	14	0	7	11	-3.4	0.0	2	4
N#CCOC(=O)C1CCN(S(=O)(=O)c2ccc3c(c2)OCCO3)CC1	2	1	16	-3	-4	-2.3	-0.1	-7	-9
CN(C)S(=O)(=O)c1cccc(C(=O)OCC(=O)N2c3ccccc3NC(=O)C2(C)C)c1	1	-3	0	-1	-2	2.5	-0.2	7	-5
Cc1nc2oc3ccc(F)cc3c(=O)c2cc1C(=O)O	-1	-4	1	-1	6	1.6	-0.2	-3	0
O=C(O)CC1CCC(=C(Cl)Cl)C1 (stereo not drawn)	14	1	19	0	9	x	0.1	-2	7
CC(=O)c1ccc(S(=O)(=O)NCCC(=O)NCCc2c[nH]c3ccccc23)cc1	-17	3	0	x	5	x	0.1	4	0
Cc1ccc(NC(=O)c2sc3nc4c(c(-c5ccco5)c3c2N)CCC4)cc1	4	64*	0	0	28	-55*	0.4	15	6
O=C(N/N=C\c1ccc(CN(Cc2ccc(Cl)cc2)S(=O)(=O)c2ccccc2)o1)C(=O)Nc1ccc(F)cc1	3	8	2	-23	5	-2.1	0.2	-1	3
Cc1cc2cc(C)c(NCCNC(=O)c3ccccc3)nc2cc1C	6	-4	0	4	5	0.4	-0.1	2	0
COc1ccc(CN(C)C(=O)c2cccc(S(=O)(=O)N3CCc4ccccc43)c2)c(OC)c1	0	1	1	x	3	x	-0.1	17	1
CC1(C)CC(=O)N(CC(=O)NCc2ccccc2)c2ccccc2S1(=O)=O	-7	7	2	0	2	-0.3	-0.2	3	4
CCOC(=O)NC(=O)CSc1nc(-c2ccc(C)c(C)c2)cn1-c1ccccc1	18	3	2	1	2	2.5	-0.4	2	5
C=CCSc1nc(Cc2ccc(Cl)cc2)nc2ccccc12	-3	0	0	-3	9	0.2	0.0	-5	5
Cc1cccc(CCNC(=O)C2CCC(=O)N(Cc3ccc(Cl)cc3)C2)n1 (stereo not drawn)	2	1	1	-3	4	-3.4	1.9	0	-3
COC(=O)C(Cc1ccccc1)NS(=O)(=O)c1ccccc1Br (stereo not drawn)	-4	2	3	3	6	-0.6	0.0	1	14
CCCCOc1ccc(Cc2c(O)nc(SC)[nH]c2=O)cc1	2	6	1	3	4	-0.9	-0.2	2	-1
Cc1ccccc1N1CC(C(=O)N2CCCCCC2)CC1=O (stereo not drawn)	3	-3	65*	-2	5	-0.8	0.1	-5	4
CCOc1ccc(CN2C(=O)c3ccccc3Sc3ccc(C(=O)NCCCN4CCOCC4)cc32)cc1	-3	3	0	-2	3	x	0.2	-4	-1
CCCNc1nc(Nc2ccc(C)c(Cl)c2)c2cnn(C)c2n1	-1	-1	0	7	-6	1.4	0.0	4	-2
O=C(COc1ccc2c(-c3ccccc3)cc(=O)oc2c1)NCC1CCC(C(=O)O)CC1 (stereo not drawn)	-8	-4	2	-1	4	-1.8	-0.1	9	-1
CC(=O)c1cc(NC(=O)c2ccc(C)cc2)c(=O)oc1C	-8	-7	0	2	-4	-3.7	0.0	-6	-4
Nc1nc(-c2ccc(C(=O)O)cc2)cs1	0	4	0	2	-2	-4.0	-0.1	-3	-4
CC(=O)N/C(=C\c1ccccc1)C(=O)OCC(=O)N1CCCCCC1	24	-1	0	-1	-1	0.2	0.2	-3	-5
Cn1cncc1COC(=O)c1ccc(Cl)cc1	-6	-1	2	4	4	1.4	0.0	9	2
COC(=O)/C=C1\NC(=O)C(C)S1 (stereo not drawn)	4	8	0	-2	3	2.6	-0.2	0	2
O=S(=O)(/N=C(/Nc1cccc2ccccc12)c1ccccc1)c1ccccc1	14	4	1	1	-1	2.1	0.1	1	1
O=C(CN1C(=O)c2cccc3cccc1c23)NCC1CCCO1 (stereo not drawn)	4	8	0	5	3	1.4	0.0	-3	7
O=[N+]([O-])c1cc(Cl)c2cccnc2c1O	0	0	1	6	6	-7.8	-0.1	-1	11
CC1CCN(C(=S)NC2CC3CCC2C3)CC1 (stereo not drawn)	-1	3	67*	-3	2	1.2	0.0	-10	1
CCOC(=O)C1CCC(CN(Cc2ccccc2)S(=O)(=O)c2ccc([N+](=O)[O-])cc2)CC1 (stereo not drawn)	3	4	4	0	3	6.1	-0.4	0	-2
COc1ncnc(-c2ccccc2)c1-c1ccccc1	14	-1	2	-2	3	1.5	0.1	3	-3
CCOc1cc(C(=S)N2CCOCC2)ccc1OS(=O)(=O)c1ccc(OC)cc1	9	4	0	2	4	-0.9	0.0	4	2
O=C(CSc1nnc(C2CC2)n1-c1ccccc1)NCCc1ccccc1	8	-5	2	2	5	1.0	0.1	0	8
CC(=O)c1ccc(OCCCN2CCCCC2)cc1	-2	8	1	3	4	-3.6	0.0	4	-2
CC(=O)NC12CC3CC(C1)CC(C(=O)N(C)CC(=O)Nc1ccc(F)c(F)c1F)(C3)C2	42	-2	0	x	-4	x	0.3	-6	1
N#CC(=C1CCCC1)c1nc(-c2ccc(Cl)cc2)cs1	18	3	1	-6	0	1.5	-0.1	-2	-4
COc1ccc(CCNC(=O)C2CCN(S(C)(=O)=O)CC2)cc1OC	-6	9	0	1	6	2.5	0.0	-1	8
COc1ccc2c(c1)[nH]c1c(=O)n(CCc3cnc[nH]3)cnc12	0	-5	0	-4	-4	-8.8	0.4	15	-15
COc1ccc(NS(=O)(=O)c2cc(NC(=O)c3ccc(=O)[nH]c3)ccc2N2CCOCC2)cc1	-2	-12	0	2	2	-1.9	0.2	-4	-8
COC(=O)c1oc2ccc(Br)cc2c1NC(=O)CN1CCN(C)CC1	13	-1	1	0	3	1.0	0.0	-6	1
COc1ccc(OCCCC(=O)OC(C)C(=O)Nc2ccccc2[N+](=O)[O-])cc1 (stereo not drawn)	-22	-6	2	3	6	0.2	-0.1	-1	-3
O=C1c2ccccc2C(=O)N1CCSc1nncs1	18	7	2	-2	5	-1.7	0.0	3	1
CCN(CC)c1ccc(N=Nc2ncn[nH]2)cc1	2	-33	0	1	-15	-52*	0.9	-11	-11
Cc1nc2c(-c3ccccc3)c(C)nn2c(C)c1CC(=O)O	16	-9	0	3	3	1.3	0.0	1	-1
COc1ccc(S(=O)(=O)N2CCCCC2)cc1NC(=O)Cc1sc(C)nc1-c1ccc(F)cc1	-7	-4	0	-11	-7	3.3	0.0	11	-5

Next part; the last two above are carried over.
SMILES	VLA-4 inh	GLD-1 RNA inh	GRK2 inh	Fam108B inh	BCLXL inh	MEX-5 binding	Efflux pump mplx	PME-1 primary	MCL1-BIM inh
Cc1nc2c(-c3ccccc3)c(C)nn2c(C)c1CC(=O)O	16	-9	0	3	3	1.3	0.0	1	-1
COc1ccc(S(=O)(=O)N2CCCCC2)cc1NC(=O)Cc1sc(C)nc1-c1ccc(F)cc1	-7	-4	0	-11	-7	3.3	0.0	11	-5
COc1ccc(CCC(=O)NCCc2cn3c(C)csc3n2)cc1	-13	4	0	-5	2	1.9	-0.1	-1	5
CC(NC(=O)/C(C#N)=C/c1ccc(N2CCOCC2)cc1)c1ccccc1 (stereo not drawn)	5	-5	4	-1	-5	2.4	-0.3	-3	-2
Cc1cc(CC(C)C)n(-c2nc3ccccc3c(=O)n2OCC(N)=O)n1	18	6	0	7	-1	1.5	0.0	3	5
O=C(NCC(c1ccco1)N1CCN(c2ccccc2)CC1)c1ccc2c(c1)OCO2 (stereo not drawn)	-4	-3	0	-4	3	0.6	0.2	-1	4
COCn1c(-c2cccc(Br)c2)nc2ccccc21	-9	8	4	2	5	2.6	0.1	0	1
COC(=O)c1ccc(OCCN2C3=NCCN3c3ccccc32)cc1	7	-11	2	-3	-10	-2.1	0.1	-2	-11
CCOC(=O)NC1(C(F)(F)F)C(=O)N(Cc2ccccc2)C2=C1C(=O)CC(C)(C)C2 (stereo not drawn)	11	2	0	-1	0	-1.0	0.1	1	6
Cc1cc(CNC(=O)c2cccc(OC3CCN(S(=O)(=O)N(C)C)CC3)c2)on1	3	8	0	1	2	-0.1	0.0	-2	1
CCc1ccc(Nc2n[n+](-c3ccccc3)c(-c3ccc(C(=O)O)cc3)s2)cc1	7	3	1	-6	2	1.0	0.1	-2	4
COc1ccc2[nH]c(=O)c(C(c3nnnn3C3CCCC3)N3CCN(Cc4ccc5c(c4)OCO5)CC3)cc2c1 (stereo not drawn)	5	-5	2	-1	0	4.2	0.2	-2	-3
Cc1ccc(C)c(-c2nnc(NC(=O)c3ccco3)o2)c1	3	7	2	-3	5	-0.5	-0.1	8	2
Nc1c(Cl)ncnc1N1CCN(c2ncnc(Cl)c2N)CC1	-1	-6	0	-3	6	0.4	0.1	-8	4
CCOC(=O)CSc1ncnc2c1cnn2-c1ccc(C)cc1C	15	0	1	3	4	-0.1	0.1	0	10
Cc1c(Br)c([N+](=O)[O-])nn1CC(=O)NCc1ccccn1	0	2	2	2	1	-1.6	0.1	7	5
Cc1nc2ccc(N)cc2c(=O)n1Cc1ccc(Cl)cc1	-6	6	2	-3	-2	0.8	0.1	-2	4
O=C(N/N=C\c1ccc(-c2ccccc2[N+](=O)[O-])o1)C1COc2cc3ccccc3cc2O1 (stereo not drawn)	2	9	4	-16	7	3.4	0.2	-14	5
Cc1ccc(C)c(S(=O)(=O)Nc2ccc(C(=O)NCCCN3CCOCC3)cc2)c1	7	4	0	4	7	0.0	-0.1	3	5
Cc1ccc(C(=O)OCC(=O)NC(=O)c2cccn2C)cc1[N+](=O)[O-]	2	4	0	-2	0	-0.8	-0.2	-3	-4
CCOC(=O)Nc1ccccc1N1C(=O)c2ccccc2C1=O	16	5	2	2	5	-2.9	-0.3	-2	10
Cn1cc(Br)c(C(=O)NN2C(=O)C3C(C2=O)C2C=CC3C23CC3)n1 (stereo not drawn)	8	-3	2	-2	6	-3.6	0.0	-1	-1
COc1cc(C(C)=O)ccc1OCC(=O)Nc1ccc(Cl)c(S(=O)(=O)N2CCOCC2)c1	3	9	2	x	-4	x	1.0*	2	-5
COc1ccc(CCNC(=O)C2CCN(S(=O)(=O)c3ccc(F)cc3)CC2)cc1	-6	6	0	-4	4	0.0	-0.2	8	10
CCOc1cccc(-c2c(C(=O)N/N=C/c3ccoc3)nnn2-c2nonc2N)c1	-1	0	1	2	10	2.1	-0.3	-1	5
Cc1cccc(Nc2ccc3nonc3c2[N+](=O)[O-])c1C	-9	-5	0	-1	-1	1.6	-0.1	-2	3
OCCC1CN(Cc2cnc(-c3ccc(Cl)cc3)nc2)CCN1C1CCCCC1 (stereo not drawn)	1	3	0	2	1	3.6	0.0	-5	1

A portion of the library. The share of hits here may be higher or lower than overall.
